MC4R ag barr – activates human MC4R beta-arrestin recruitment; P32245; U2OS MC4R beta-arrestin complementation, luminescence; percent of melanotan II response, DMSO zero; activation, % at 8.9 µM; hit rate 0.98% among 360,000; AID 540308;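 active = activation above a per-plate cutoff, the mean activation of sample wells on that plate plus 3 SD, cut at about 8% in these data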
Target sequence (P32245 whole entry, looked up): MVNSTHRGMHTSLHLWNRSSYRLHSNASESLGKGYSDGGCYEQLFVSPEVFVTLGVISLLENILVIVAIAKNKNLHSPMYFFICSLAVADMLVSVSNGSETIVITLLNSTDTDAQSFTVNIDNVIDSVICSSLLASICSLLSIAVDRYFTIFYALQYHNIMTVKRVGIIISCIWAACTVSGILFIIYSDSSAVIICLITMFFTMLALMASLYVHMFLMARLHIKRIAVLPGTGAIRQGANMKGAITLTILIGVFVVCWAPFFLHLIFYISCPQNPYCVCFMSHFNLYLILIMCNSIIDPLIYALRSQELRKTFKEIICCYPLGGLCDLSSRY
Glyco luc inh – N-linked glycosylation inhibition; AID 588692; hit rate 0.23% among 360,000; reporter increase, % at 12.5 µM; D54 ERlucT glycosylation luciferase reporter, 24 h; percent of 100 nM tunicamycin response;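 active = mean luciferase reporter signal, scaled so untreated is 0 and the glycosylation-blocking control 100, at or above a set limit in every replicate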;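 also: luciferase carries N-glycosylation sites so blocking glycosylation raises the light; 0% = median of neutral control wells and 100% = median of 100 nM tunicamycin wells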
Exocytosis inh – lytic granule exocytosis inhibition | AID 651702 | inhibition, % at 10 µM | hit rate 0.66% among 360,000 | TALL-104 LAMP-1 surface exposure, flow cytometry; cells stimulated with thapsigargin and PMA;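 active = inhibition above about 55%, limit read from the data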
MC4R antag cAMP – blocks human MC4R cAMP signaling; inhibition, % at 6.5 µM; MC4R-expressing cells, MTII-stimulated cAMP, LANCE TR-FRET; hit rate 0.48% among 360,000; P32245;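 active = inhibition above its plate's cutoff, the mean of tested wells on that plate plus 3 SD, cut at about 29% in these data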;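 also: 0% = Melanotan II alone and 100% = Melanotan II plus saturating MCL0020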
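System: U2OS cells stably expressing human melanocortin 4 receptor (MC4R). Reagent: Melanotan II challenge after compound preincubation. Doses: 6.5 µM. Times: 30-min compound, 1-h challenge, 1-h detection, room temperature. Measured by: TR-FRET with Eu-cAMP and labeled anti-cAMP, 671 nm. Replicates: singlicate.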
hiPSC survival – increases survival of single human iPS cells | hiPSC single-cell survival, ATPlite luminescence; 100% = ROCK inhibitor wells, 0% = DMSO | survival enhancement, % at 20 µM | hit rate 0.044% among 360,000 | AID 602274; in the data active = survival enhancement above about 18%;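 also: cells exposed to compounds for 16 hours before the ATP read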
Cardio protect – modulators protecting cardiomyocytes from myocardial damage; AID 588492; H9c2 cardiomyocytes, H2O2 injury protection, ATPLite, 2 h; hit rate 0.63% among 360,000; protection from H2O2 cell death, % at 20 µM;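 active = compounds giving at least 50% protection of heart cells from peroxide-induced death in the single-dose screen, raw or plate-pattern-corrected value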;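 also: 0% = DMSO wells with peroxide and 100% = DMSO wells without peroxide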
ABHD5 PLIN5 PPI – inhibitors of human ABHD5-perilipin-5 interaction; Q00G26+Q8WTS1; Split G. princeps luciferase complementation, luminescence, 4 h; inhibition, % at 4 µM; hit rate 0.78% among 360,000; AID 602281;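 active = inhibition above the mean inhibition across every tested compound plus 3 SD, cut at about 22% in these data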;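 also: 0% = DMSO only wells and the 100% control is not disclosed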
m5-HT2A agonist – agonists of mouse serotonin 5-HT2A receptor (HTR2A); CHO-K1 mHTR2A beta-arrestin complementation, luminescence; percent of 30 µM serotonin response; AID 624169; hit rate 0.66% among 360,000; activation, % at 7.6 µM; P35363;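 active = activation above a run cutoff, the mean activation of all tested compounds plus 3 SD, cut at about 14% in these data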;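 also: 0% = plate median of compound wells and 100% = 30 µM serotonin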
Target sequence (P35363 whole entry, looked up): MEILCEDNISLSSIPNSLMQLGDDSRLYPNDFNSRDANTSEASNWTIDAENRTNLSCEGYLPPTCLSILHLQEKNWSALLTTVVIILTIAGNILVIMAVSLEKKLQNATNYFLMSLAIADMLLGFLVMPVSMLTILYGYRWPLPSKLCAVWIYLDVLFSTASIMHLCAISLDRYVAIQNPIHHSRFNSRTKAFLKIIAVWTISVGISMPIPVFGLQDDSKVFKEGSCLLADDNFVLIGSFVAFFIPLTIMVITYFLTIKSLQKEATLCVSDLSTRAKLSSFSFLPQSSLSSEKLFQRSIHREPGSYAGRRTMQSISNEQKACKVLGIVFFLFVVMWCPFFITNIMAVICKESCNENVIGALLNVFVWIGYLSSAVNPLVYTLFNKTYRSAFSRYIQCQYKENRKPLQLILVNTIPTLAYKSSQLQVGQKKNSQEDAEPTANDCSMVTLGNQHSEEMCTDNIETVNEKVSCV
ABCB6 inh MLPCN – human ABCB6 transporter inhibition. Q9NP58. K562-ABCB6 porphyrin accumulation, flow cytometry, 1 h; stronger effect = lower value. fluorescence ratio to DMSO, % at 10 µM. hit rate 0.19% among 360,000;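 active = fluorescence ratio to DMSO below 75%, the collection mean minus 3 SD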;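 also: signal is porphyrin accumulated inside mitochondria; 100% equals median channel fluorescence of DMSO control wells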
aDG glyco act – alpha-DG glycosylation activation | AID 624168 | Pro5-aDG cells, alpha-DG glycosylation AlphaScreen (IIH6); 0% Pro5, 100% B10-LARGE cell signal | activation, % at 10 µM | hit rate 0.22% among 360,000;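 active = activation of at least 8% versus controls, or a plate z-score of at least 8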;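 also: Pro5 are CHO cells carrying HIG-tagged alpha-DG that lacks glycosylation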
Starred values were filed as active, the others as inactive; / = not tested or not shown.

molecule	ABCB6 inh MLPCN	MC4R antag cAMP	hiPSC survival	Exocytosis inh	m5-HT2A agonist	ABHD5 PLIN5 PPI	MC4R ag barr	aDG glyco act	Glyco luc inh	Cardio protect
CC(C)(C)c1csc(NC(=O)Nc2ccccc2)n1	76	4	-1.7	4	-5	-3	2.7	0.3	-5	-12
O=C(CN1CCCCCC1)Nc1ccc(Br)cc1	101	9	-2.3	0	-3	2	3.4	0.3	0	0
OCc1cnc(SCc2ccccc2)n1Cc1ccccc1	100	14	-0.6	-11	-1	-5	-4.3	0.2	0	6
CCOc1ccc(CCNC(=O)COC(=O)c2cc([N+](=O)[O-])ccc2N2CCOCC2)cc1OCC	97	5	-0.2	-2	0	7	-3.8	0.0	0	0
CCOC(=O)C1CCCN(C2=NC(=O)/C(=C/c3ccc(OC)cc3)S2)C1 (stereo not drawn)	102	-4	1.5	11	3	5	1.2	-0.1	-1	6
Cc1ccc(C2N(c3ccccc3)C(=O)N3CCCN23)cc1 (stereo not drawn)	98	-3	0.3	-8	4	9	-0.1	0.4	0	3
Cc1sc2ccccc2[n+]1CC(=O)O	100	13	-0.2	-4	2	0	-0.4	-0.1	1	-15
Cc1cc2oc(=O)cc(CN3CCc4ccccc43)c2cc1Cl	97	-1	1.4	1	0	5	-1.5	0.2	-1	-8
CCOc1ccc(S(=O)(=O)NCCN2CCOCC2)c2ccccc12	102	-1	-2.1	1	-4	4	-1.0	-0.1	3	3
COc1ccc(Cl)cc1NC(=O)CCN1CCOCC1	93	7	0.3	1	10	3	-1.8	-0.1	-2	6
COCCCNS(=O)(=O)c1ccc(Oc2ncc(C(F)(F)F)cc2Cl)cc1	99	3	-1.2	7	-5	-1	-1.1	1.4	-3	-8
CCN1C(=O)C(O)(CC(=O)c2cc(C)ccc2C)c2ccccc21 (stereo not drawn)	110	6	-3.0	-4	-2	0	1.9	0.2	-1	-1
O=C(NCc1ccccn1)C1CCN(S(=O)(=O)c2cccs2)CC1	94	9	-1.0	-1	1	0	-1.7	0.1	0	3
CCN1C(=O)C(=O)N(CC(=O)Nc2ccccc2OC(F)F)C1=O	97	-5	1.5	1	12	3	-3.2	0.3	1	2
Cc1cc(=O)c(C(=O)Nc2cccc(N3CCCC3=O)c2)nn1-c1ccccc1F	96	-17	-0.4	16	-4	-4	-3.8	0.2	0	-5
COCC(=O)Nc1cccc(C(F)(F)F)c1	99	2	-2.8	-4	-1	5	0.1	-0.2	2	9
COc1cc(C2(C)SCCCS2)cc(OC)c1OC	95	/	-2.7	-8	-5	-3	/	-0.5	/	/
COc1ccc(C(=O)CSc2nc(C)cc(C)n2)cc1[N+](=O)[O-]	97	13	-1.3	3	-2	1	-0.7	0.5	0	3
COc1cc(CCCN2C(=O)C(=O)NC[C@@H]2C(C)O)cc(OC)c1OC (stereo partly drawn)	101	7	3.5	-5	4	1	-0.5	0.3	5	3
Cc1ccc(S(=O)(=O)n2nc(C)cc2C)cc1	105	12	-2.4	-2	0	1	1.6	0.0	1	3
O=C(CSC1=NS(=O)(=O)c2cc(Cl)ccc2N1)NCCc1ccccc1	90	5	-0.3	0	-3	5	1.7	1.4	3	-5
CC(=O)Nc1ccc(S(=O)(=O)N2CCCCC2C(=O)O)cc1 (stereo not drawn)	95	5	0.7	-2	7	-9	-0.2	-0.1	0	1
Cc1ccc(S(=O)(=O)Nc2ccccc2-c2ccccc2)cc1	96	-12	-1.5	5	-5	-5	1.9	0.1	7	-9
COc1ccc(CNS(=O)(=O)c2cccc(S(=O)(=O)N3CCOCC3)c2)cc1	95	10	-0.7	-2	0	-5	2.4	-0.1	0	2
CC(C)(C)OC(=O)C[C@H]1C/C=C\C[C@H](CC(=O)N(CCO)Cc2ccccc2)C(=O)NCCOC1=O	100	8	-0.4	-4	-1	2	1.4	-0.1	1	2
CNc1nc(N/N=C/c2ccc([N+](=O)[O-])cc2)nc(Nc2ccccc2)n1	98	-4	2.9	0	-6	1	-2.1	-0.4	3	18
CC(=O)Nc1ccc(OCC(=O)c2cc(C)ccc2C)cc1	105	-3	-0.3	4	2	5	0.2	0.0	2	8
COc1cccc(C(=O)NCc2ccc(N3CCN(C(=O)OC(C)(C)C)CC3)cc2)c1	86	2	-1.3	-3	-3	5	-1.3	0.2	-2	-1
c1cncc(-c2cn(C[C@H]3CC[C@H](Cn4cc(-c5cccnc5)nn4)O3)nn2)c1	101	3	0.5	3	-2	-5	-2.1	-0.1	0	2
COC(C(=O)NC1CCCCCCC1)c1ccccc1 (stereo not drawn)	96	-2	-1.8	4	-3	-14	-2.1	0.1	1	-2
CC(=O)c1c(C)[nH]c(C(=O)COC(=O)COc2ccccc2)c1C	97	5	-0.2	4	-4	-2	-2.6	0.1	-1	2
CCOc1ccc(S(=O)(=O)N(CC)CC(=O)NCc2cccnc2)cc1C	94	-4	-0.7	10	-9	1	-3.3	0.2	3	0
COc1ccc(S(=O)(=O)N2CCOC2CNC(=O)C(=O)NCC(C)C)cc1OC (stereo not drawn)	95	5	0.1	-1	6	-1	-1.4	0.1	/	5
COc1cc2c(cc1OC)CN(c1nc(CN3CCOCC3)nc3sc4c(c13)CCCC4)CC2	93	8	2.2	-3	-5	8	0.0	-0.6	-5	5
O=C(CSc1nc2ccccc2c(=O)n1CCC(=O)N1CCCCC1)NCc1ccccc1	84	-9	0.2	0	0	4	-2.3	0.0	3	17
COc1cc(C=O)ccc1Oc1nc(Nc2ccc(F)cc2F)nc(N2CCOCC2)n1	101	2	0.2	6	-2	-8	0.6	-0.5	-1	8
S=C1NC[C@H](Cc2ccccc2)N1CC1CCN(CCCCc2ccccc2)CC1	101	0	-1.7	5	-10	7	0.0	0.8	1	2
CCC(=O)c1ccc(OCC(=O)NCCc2ccccn2)cc1	98	2	-0.7	4	-1	3	-2.2	0.2	3	-4
O=C(NCc1ccc(Cl)cc1)C1CCN(S(=O)(=O)c2ccc(F)cc2)CC1	101	-4	-0.7	0	-2	-5	0.8	-0.1	-2	-8
O=C(NNC1=NCCCCC1)c1cccc([N+](=O)[O-])c1	102	-3	0.0	2	4	0	1.6	0.0	2	5
C=CCn1c(=S)[nH]c2nc3c(cc2c1=O)CCCC3	70*	1	-1.3	0	3	-13	-1.2	0.2	0	-6
COc1ccc(CCNC(=O)CCNC(=O)c2ccc(Cl)cc2)cc1OC	94	3	-2.1	-6	1	5	-1.8	-0.1	1	-3
COc1ccc(C(=O)NCC2(c3ccccc3)CCOCC2)cc1	100	-1	1.0	-4	2	3	-3.3	0.1	2	-3
Cc1sc2ncn(-c3ccccc3)c(=O)c2c1C	97	-1	-0.3	1	-1	-1	-3.0	-0.2	0	1
CCNC(=S)N1CCN=C1Nc1nc(C)cc(C)n1	99	4	0.4	0	1	-1	0.0	-0.1	7	-6
CCO[C@@H]1OC(C(=O)O)=C[C@H](C2CCCCC2)[C@H]1CCCO	104	10	4.0	-6	9	2	-1.2	-0.1	-2	11
CC(=O)Cn1cnc2sc(-c3ccccc3)cc2c1=O	96	-3	-3.9	0	-4	-2	-2.0	0.0	-2	-6
COc1ccc(C(=O)NCCN2C(=O)S/C(=C\c3cccnc3)C2=O)cc1[N+](=O)[O-]	100	3	-0.5	-3	-4	1	-0.5	0.1	1	9
CC(=O)Nc1ccc(NC(=O)C(C)OC(=O)CCCOc2ccc(Cl)cc2C)cc1 (stereo not drawn)	101	5	1.2	-1	-4	9	-1.3	0.4	0	-8
COc1ccc(OC)c(C2CC(=O)N3CN(c4ccc(C)c(Cl)c4)CSC3=C2C#N)c1 (stereo not drawn)	98	17	2.3	14	2	-9	-0.8	0.1	1	-8
CCCCOc1ccc(C(=O)NN2CCOCC2)cc1	107	5	-0.3	4	1	3	-1.3	0.0	1	4
Cc1ccc(C(C(=O)NC2CCCCC2)N(Cc2ccco2)C(=O)Cn2cnc3ccccc32)cc1 (stereo not drawn)	84	-1	0.8	0	-1	8	1.8	0.8	1	11
CCc1noc(C)c1C(=O)N1CCN(S(=O)(=O)c2cccs2)CC1	99	8	0.1	2	5	-5	-1.5	0.0	1	-1
CCOCCCn1c(=NC(=O)c2cccs2)c(C#N)cc2c(=O)n3cccc(C)c3nc21	100	10	0.4	5	-8	5	-0.6	0.0	7	44
CCOC(=O)c1ccc(NC(=S)N(CCN(C)C)C(C)c2ccncc2)cc1 (stereo not drawn)	109	2	-0.4	3	-2	5	-2.5	0.0	-4	2
Cc1[nH]c2ccccc2c1C(=O)CN1CCCCC1C (stereo not drawn)	99	-2	0.0	-1	2	-2	2.2	-0.1	1	1
CC(/C=C/c1ccc2c(c1)OCO2)=N/NC(=O)c1ccc(C)nc1	100	-6	3.3	4	-3	8	3.1	-0.1	1	8

Outcome played no part in choosing rows, and some 4.5% of all compounds hit somewhere here.
